Source: PubChem
TNAP activators: stimulation of alkaline phosphatase TNAP activity – biochemical, luminescent, no phosphate acceptor, uHTS, primary screen (AID 1001). purified TNAP, luminescent activation assay, no phosphate acceptor; higher activation fold means a stronger effect. one-dose activation fold at 20 µM; EC50 in µM for titrated hits. hit rate 0.03% among 200,000; in the data active = activation fold from about 3, or a potency from the dose series; inactive = the rest, 99 in 100 with activation fold below about 1.6; also: many of its hits are not listed in these tables
human PMI inhibition: inhibitors of human PMI, primary screen, biochemical, fluorescence intensity, coupled assay (AID 1209) | purified PMI enzyme, coupled fluorescence intensity; higher % means a stronger effect | one-dose inhibition, % at 20 µM; IC50 in µM for titrated hits | hit rate 0.42% among 190,000;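 also: plate controls were DMSO vehicle for no effect and wells lacking substrate for full effect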
XIAP displacement: XIAP antagonists, biochemical, IAP family, fluorescence polarization (AID 1018). XIAP BIR domain, fluorescence polarization peptide displacement; higher % means a stronger effect. one-dose displacement, % at 20 µM; IC50 in µM for titrated hits. hit rate 0.007% among 200,000; in the data active = displacement above about 50%; also: a part of the inactive calls stands beside numbers as strong as those of hits
P. falciparum M17LAP: P. falciparum M17LAP inhibitors, primary screen, biochemical, fluorogenic H-Leu-NHMec substrate, 1536-well (AID 1619); recombinant M17LAP, H-Leu-NHMec fluorogenic kinetic assay; higher % means a stronger effect; inhibition, % at 30 µM; hits with a dose series show IC50 in µM; hit rate 0.38% among 220,000;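 active = compound inhibiting the enzyme by more than half at any dose during confirmatory dose-response retesting; inconclusive = strong single-dose inhibitors picked by rank but not retested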;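 also: plate controls were full reaction with DMSO carrier for no effect and no enzyme background for full effect; strong numbers were not always called active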
ER stress rescue: protection against thapsigargin-triggered cell killing – 384-well, CSM14.1, ATP luminescence, primary screen (AID 1222); CSM14.1 thapsigargin-induced death rescue, ATP luminescence; higher % means a stronger effect; one-dose cellular ATP content (survival), % at 20 µM; EC50 in µM for titrated hits; 190,000 tested, under 10 active;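 active = EC50 below 50 µM in the dose-response confirmation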;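 also: death triggered by thapsigargin at about 15 µM added after 2 h compound pretreatment; cell ATP read after overnight thapsigargin exposure of roughly 18 to 22 hours; normalized against plate controls of thapsigargin alone and 5% DMSO vehicle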
M1AAP inhibition: P. falciparum M1AAP inhibitors, biochemical, fluorogenic H-Leu-NHMec substrate, 1536-well (AID 1445) | hit rate 0.42% among 220,000 | recombinant M1AAP, H-Leu-NHMec fluorogenic kinetic assay; higher % means a stronger effect | inhibition, % at 30 µM; hits with a dose series show IC50 in µM;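 active = primary inhibition above the hit cutoff, then over 50% inhibition at one or more dose response concentrations, cut at about 23% in these data, passing the limit was not always enough; inconclusive = conflicting primary data, or primary hits not chosen for dose response; inactive = low primary inhibition, or under 50% at every dose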;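 also: plate controls were DMSO full reaction for no effect and no enzyme background for full effect; strong numbers were not always called active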
LYP phosphatase: PTPN22 lymphoid phosphatase activity blockers – biochemical, fluorescence intensity, uHTS (AID 1779); hit rate 0.054% among 290,000; one-dose inhibition, % at 11.5 µM; IC50 in µM for titrated hits; recombinant LYP phosphatase, fluorescence intensity; higher % means a stronger effect;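 also: plate controls were vehicle with enzyme for no effect and no enzyme for full effect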
PMI inhibition: MPI inhibition at elevated mannose 6-phosphate – biochemical, fluorescence intensity, high mannose 6-phosphate, primary screen (AID 1220); recombinant PMI enzyme, coupled fluorescence intensity; higher % means a stronger effect; inhibition, % at 20 µM, or IC50 in µM where a hit was titrated; hit rate 0.66% among 190,000
Myeloid diff 2: promotes myeloid progenitor differentiation | ER-HoxA9 myeloid progenitors, lysozyme-GFP differentiation, flow cytometry | calls only at 10 µM | AID 624256 | hit rate 1% among 360,000;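 active = normalized GFP-positive differentiation at or above the plate's own cutoff, the solvent-only control mean plus 3 SD; inconclusive = no clear call, values can overlap the other calls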;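 also: cells exposed to compound for four days before flow analysis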
Myeloid diff 2 GFP+ MAC1+ %: recorded beside Myeloid diff 2, whose call it bears; GFP+ MAC1+ double positive, %; measured here: differentiation confirmed by MAC1 staining
Active calls of the source: *; i = inactive; ? = inconclusive; . = not tested or not shown. Rule as the data show it, unless noted: active = inhibition above about 50%; inactive = the rest. Compounds were not picked by outcome; overall some 2.7% were active at least once.

A first look, two compounds:
mol	TNAP activators	human PMI inhibition	XIAP displacement	P. falciparum M17LAP	ER stress rescue	M1AAP inhibition	LYP phosphatase	PMI inhibition	Myeloid diff 2	Myeloid diff 2 GFP+ MAC1+ %
COc1ccc(CCNC(=O)COC(=O)c2cc(OC)c(OC)cc2OC)cc1OC	1	6%	-6.7%	14%	-0.9%	0%	-3%	2%	i	0.5
COC(=O)c1cc(Nc2cc(C)c3c(O)cccc3n2)cc(C(=O)OC)c1	.	.	.	3%	.	2%	0%	.	i	0.1

The whole of this part (from the top)
mol	TNAP activators	human PMI inhibition	XIAP displacement	P. falciparum M17LAP	ER stress rescue	M1AAP inhibition	LYP phosphatase	PMI inhibition	Myeloid diff 2	Myeloid diff 2 GFP+ MAC1+ %
COc1ccc(CCNC(=O)COC(=O)c2cc(OC)c(OC)cc2OC)cc1OC	1	6%	-6.7%	14%	-0.9%	0%	-3%	2%	i	0.5
COC(=O)c1cc(Nc2cc(C)c3c(O)cccc3n2)cc(C(=O)OC)c1	.	.	.	3%	.	2%	0%	.	i	0.1
O=C(N/N=C/c1ccccn1)c1cc(C2CC2)[nH]n1	2.6	1%	-3.0%	18%	-1.8%	-3%	-2%	11%	i	0.1
COC(=O)c1c(NC(=O)c2ccccc2)sc(C(N)=O)c1C	1.1	5%	-5.8%	-10%	-0.8%	8%	-2%	3%	i	0.8
O=C(COc1ccccc1)Nc1cccc2nsnc12	1.1	12%	-2.2%	-9%	.	-2%	-1%	24%	i	0.8
Cc1c(-c2ccccc2)n[nH]c1C(=O)N=Nc1c(O)[nH]c2ccccc12	0.9	-5%	-1.4%	0%	-1.5%	9%	-4%	-4%	i	0.3
CC(=O)Nc1ccc(-n2cc(-c3ccccc3)[nH]c2=S)cc1	1.2	-5%	-5.6%	0%	-1.5%	15%	6%	-3%	i	0.3
O=C(N/N=C/c1ccc(-c2ccc([N+](=O)[O-])cc2)o1)c1cccnc1	.	.	.	5%	.	2%	-7%	.	i	0.6
COc1ccc(C)cc1NC(=O)CSc1nnc(-c2cc3cccc(OC)c3o2)n1N	1.1	3%	-0.3%	-11%	-2.1%	1%	-1%	2%	i	0.7
COc1cc(OC)c2ccc(=O)oc2c1C(CC(=O)N1CCOCC1)c1ccc(N(C)C)cc1 (stereo not drawn)	.	.	.	1%	.	-3%	-3%	.	i	1.7
CCN(CC)c1ccc(-c2nc3cnccc3n2C)cc1	1.1	-13%	4.9%	-11%	1.6%	?	3%	2%	i	0.3
CC(C)NC(=O)COc1ccc2c(c1)C(=O)CC(C)(C)O2	1	-20%	-3.0%	-59%	1.2%	4%	-10%	-8%	i	0.9
CC(C)(C)NC(=O)c1cccc2c1OC(C)(C)C2	1.1	6%	-7.1%	4%	-0.6%	15%	-8%	8%	i	1.9
CCOC(=O)Cc1csc(N/N=C/c2ccccc2)n1	1	-4%	-18%	12%	-0.9%	7%	-3%	-3%	i	0.9
O=C(Nc1ccccc1)C(=O)Nc1cccnc1	.	.	.	6%	.	0%	-4%	.	i	0.5
COC(=O)C(C(C)=O)C1=C/C(=N\S(=O)(=O)c2ccc(C)cc2)c2ccccc2C1=O (stereo not drawn)	1.1	22%	-5.9%	-16%	-0.4%	13%	-5%	18%	i	3.2
O=C1c2cccnc2C(=O)N1C1CCCCC1	1	-6%	-4.5%	-5%	4.7%	-4%	-9%	-7%	i	1.0
CC(NC(=O)Nc1ccccc1F)C(C)(C)C (stereo not drawn)	1	5%	-1.0%	0%	-1.8%	-2%	-4%	0%	i	0.2
CCn1c(SCC(=O)N/N=C/c2c[nH]c3ccccc23)nnc1-c1ccc(C(C)(C)C)cc1	1.1	16%	-1.2%	1%	5.5%	9%	8%	21%	i	0.8
C/C(=N\Nc1ccc(Cl)c(C(=O)O)c1)c1ccc2c(c1)OCO2	1.1	-88%	-0.3%	40%	0.3%	4%	0%	-179%	i	0.4
CCN(CC)S(=O)(=O)c1ccc(C(=O)NC(=S)N(CCC#N)Cc2cccnc2)cc1	1.1	3%	-5.4%	0%	0.9%	8%	-1%	1%	i	0.8
Nc1ccc(-c2cnc(-c3ccc(N)cc3)nc2)cc1	1.1	-5%	3.6%	-3%	-3.5%	10%	-4%	-4%	i	0.7
NC1=NC(=Nc2cccc(Cl)c2)c2ccccc21	1.3	0%	1.5%	18%	-1.2%	6%	0%	-6%	i	0.2
O=C(c1cc2nc(-c3ccccc3)cc(-c3ccccc3)n2n1)N1CCN(C(=O)c2ccco2)CC1	0.9	7%	-7.6%	-8%	-0.7%	2%	1%	9%	i	0.3
CC(C)(C)NC(=O)NC(=O)COC(=O)c1cccc(OC(F)F)c1	1.1	-12%	-4.7%	-13%	-1.2%	12%	-3%	-7%	i	0.7
O=C(Nc1ccc(C(=O)N2CCCCC2)cc1)C1CCCCC1	1	-14%	-5.2%	0%	-1.7%	0%	-1%	-8%	i	0.9
CCN(CC)CCNCc1ccc(OCc2ccc(Cl)nc2)c(OC)c1	1.1	-17%	-7.4%	-2%	0.1%	1%	-8%	-12%	i	1.0
COC(=O)CN1C(=S)N(c2ccc(OC)cc2)C(=O)/C1=C/c1ccc(OC)cc1	1	.	-12%	0%	12%	5%	4%	.	i	0.2
Cc1nn(C)c(C)c1CNC(=O)c1nn2c(c1Cl)NC(c1cccs1)CC2C(F)(F)F (stereo not drawn)	1.1	15%	-3.4%	0%	-1.9%	6%	1%	14%	i	8.4
O=C(Nc1ccccc1)c1ccc(-c2ccc(Br)cc2)o1	1.1	16%	-3.1%	-10%	-0.9%	0%	2%	13%	i	0.8
O=C(CCC(=O)Nc1ccc(Oc2ccccc2)cc1)NCCO	1.1	-13%	-4.8%	-3%	3.9%	8%	-7%	0%	i	0.0
CC1CCC2(CC1)NC(=O)N(CC(=O)Nc1sc3c(c1C(N)=O)CCC3)C2=O (stereo not drawn)	1.2	20%	-6.5%	8%	-0.9%	9%	1%	34%	i	0.3
O=C(OCC(=O)N1CCc2ccccc21)c1c2c(nc3ccccc13)CCCCC2	1.1	16%	-9.0%	-2%	12%	3%	4%	18%	?	.
Cn1c(=O)oc2cc(S(=O)(=O)NCCC(=O)NC3CCCc4ccccc43)ccc21 (stereo not drawn)	1	8%	-4.8%	3%	-1.3%	3%	-4%	11%	i	0.9
O=C(CSc1nnc(-c2ccncc2)n1Cc1ccco1)Nc1nc(-c2ccccc2)cs1	1.1	10%	-8.1%	-4%	2.8%	1%	-2%	3%	i	0.8
Clc1ccc(Cl)c(OCc2cc(-c3ccccc3Cl)on2)c1	1	2%	-1.2%	-4%	-2.7%	-3%	-1%	6%	i	0.8
CCN(CC)S(=O)(=O)c1cccc(-c2n[nH]c(=S)n2C)c1	0.9	0%	-7.3%	-4%	-0.5%	-3%	0%	-2%	i	0.2
CCCC(=O)N/C(N)=N/c1nc(C)c2ccccc2n1	.	.	.	4%	.	12%	4%	.	i	0.8
N#C/C=C(/N)c1ccc(Br)cc1	1.1	7%	-3.9%	16%	-2.3%	2%	-6%	4%	i	1.1
COCc1cc(C)nc2sc(C(=O)NN)c(-n3cccc3)c12	1	-44%	3.7%	9%	1.6%	2%	-7%	-47%	i	0.3
NC(=S)NNc1c(F)c(F)c(F)c(F)c1F	1	-41%	-5.8%	-3%	.	-3%	-10%	-29%	i	0.3
COc1ccc(-c2[nH]c(-c3ccc(C)cc3)nc2SCC(=O)NC2CCCC2)cc1	1.2	10%	0.2%	3%	2.9%	2%	-3%	7%	i	1.4
CS(=O)(=O)N1CCC(C(=O)Nc2cccc([N+](=O)[O-])c2)CC1	1.1	5%	-5.0%	0%	1.1%	0%	0%	4%	i	0.1
CCC(c1nnc(SCC(=O)Nc2cccnc2Cl)n1-c1ccccc1)N(C)C (stereo not drawn)	1	0%	-20%	-16%	-1.5%	3%	-6%	2%	i	0.9
CCN(CC)C(=O)CSc1nnc(CNc2ccc(F)cc2)o1	1.1	0%	-1.8%	4%	-0.7%	2%	-6%	4%	i	0.3
CNC(=O)CSc1nnc(-c2ccccc2)n1C	1	4%	-2.0%	-3%	1.3%	2%	-5%	-2%	i	0.7
CC(=O)NNC(=O)CCn1nnc(-c2ccc(Cl)cc2)n1	1.2	0%	-2.2%	.	-0.8%	.	-8%	-6%	i	0.2
Cc1cnc(NC(=O)C2CCCC2)s1	1.1	4%	-8.6%	-14%	-1.2%	7%	-6%	8%	i	1.0
COc1ccc([C@@H]2OC2(C(N)=O)C(N)=O)cc1	.	.	.	12%	.	-4%	-11%	.	i	0.5
CC(C)Oc1ccc(C(=O)Nc2cccc3cccnc23)cc1	1	14%	-4.1%	0%	0.4%	-1%	-2%	13%	i	0.6

The list goes on.
mol	TNAP activators	human PMI inhibition	XIAP displacement	P. falciparum M17LAP	ER stress rescue	M1AAP inhibition	LYP phosphatase	PMI inhibition	Myeloid diff 2	Myeloid diff 2 GFP+ MAC1+ %
CCC(O)CNC(=O)NC(=C(Cl)Cl)c1ccc(C)c(F)c1 (stereo not drawn)	1.1	2%	-6.2%	-9%	-1.0%	5%	-1%	0%	i	0.0
Cc1cc(C)nc(NS(=O)(=O)c2ccc(NC(=O)Nc3ccccc3F)cc2)n1	.	.	.	-4%	.	-2%	-3%	.	i	0.0
O=C(Nc1ccc2c(c1)OCO2)c1cccs1	1.1	16%	-4.5%	3%	-1.9%	-3%	-6%	9%	i	5.1
COc1ccccc1-n1c(=S)[nH]c2c(sc(=S)n2-c2ccc(C)cc2C)c1=O	1.1	30%	-8.6%	10%	-0.8%	9%	4%	11%	i	0.5
CC1(C)COC(c2coc3ccccc3c2=O)OC1	1.2	5%	-6.5%	27%	22%	2%	-1%	11%	i	0.1
CN(C)S(=O)(=O)c1cccc(C(=O)Nc2ccccc2Cl)c1	1.1	1%	-1.7%	7%	-1.2%	0%	-7%	0%	i	6.8
CCN1CCN(c2cc(C)c3cc(NC(=O)c4cccnc4Cl)ccc3n2)CC1	1.1	6%	-9.0%	9%	-0.8%	6%	-1%	10%	i	0.8
Cc1cc2cc(CNC(=O)Cc3ccc([N+](=O)[O-])cc3)ccc2n1C	1.1	9%	-5.4%	25%	1.0%	23%	-7%	26%	i	0.9
CCC1=NN2C(=N)/C(=C\c3cccn3-c3ccc(OC)cc3)C(=O)N=C2S1	1	-2%	-8.4%	6%	.	5%	3%	0%	i	0.3
COc1ccc(CCNC(=O)CSc2nc3ccccc3o2)cc1	1.2	4%	-6.8%	4%	-1.9%	-1%	-3%	1%	i	0.8
CCCCCCn1c(CN2CCC(C)CC2)nc2c1c(=O)n(C)c(=O)n2C	1.1	-4%	-0.2%	5%	-0.1%	-10%	-2%	2%	i	5.0
